H37Rv inhibition – M. tuberculosis growth inhibition, HTS (AID 449762); M. tuberculosis H37Rv growth inhibition, 7H9 media; higher % means a stronger effect; inhibition, % at 25 µM, or IC50 in µM where a hit was titrated; 330,000 tested, 0.59% active; in the data active = a potency from the dose series; inconclusive = inhibition above about 70% without an active follow-up result;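 note: bacterial growth assessed after seven days of incubation; strong numbers were not always called active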
inhibitors of VEEV – inhibitors of VEEV TC-83 cytopathic effect, confirmation, Vero cells (AID 588727) | Vero cells, VEEV TC-83 cytopathic effect inhibition; higher % means a stronger effect | 350,000 tested, 0.13% active | one-dose inhibition, % at 20 µM; IC50 in µM for titrated hits; in the data active = a potency from the dose series; inconclusive = inhibition mostly from about 14% at the one dose, without a potency; inactive = the rest, 99 in 100 with inhibition below about 12%; note: strong numbers were not always called active
PhoP GFP inhibition – PhoP regulon inhibitors, Salmonella typhi PhoP promoter GFP reporter, confirmatory (AID 1850); Salmonella Typhi PhoP-promoter GFP reporter, fluorescence, 4 h; higher % means a stronger effect; inhibition, % at 50 µM; hits with a dose series show IC50 in µM; 310,000 tested, 0.33% active; in the data active = a potency from the dose series; inconclusive = inhibition mostly from about 25% at the one dose, without a potency; inactive = the rest, 99 in 100 with inhibition below about 19%;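 note: 0% = induced wells with vehicle and 100% = uninduced wells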
tuberculosis growth – growth inhibition of non-replicating M. tuberculosis (AID 488890); Mycobacterium tuberculosis non-replicating, growth inhibition; higher % means a stronger effect; inhibition, % at 25 µM; hits with a dose series show IC50 in µM; 320,000 tested, 0.39% active; in the data active = a potency from the dose series; inconclusive = inhibition mostly from about 82% at the one dose, without a potency; inactive = the rest, 99 in 100 with inhibition below about 76%;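 note: plate controls were DMSO cells for no effect and high antibiotic wells for full effect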
influenza NS1A – H1N1 influenza NS1A inhibitors, functional cell based assay (AID 504329) | NS1A functional cell-based assay, percent inhibition; higher % means a stronger effect | one-dose inhibition, % at 12.5 µM; IC50 in µM for titrated hits | 340,000 tested, 0.3% active; in the data active = a potency from the dose series; inconclusive = inhibition above about 27% without an active follow-up result; note: strong numbers were not always called active
inhibitors of VEEV 10K pilot screen – also measured in inhibitors of VEEV; calls as there; inhibition, %; measured here: 10K pilot screen inhibition
Starred values were filed as active, the others as inactive; i = inactive; u = inconclusive; x = not tested or not shown.

SMILES	H37Rv inhibition	inhibitors of VEEV	PhoP GFP inhibition	tuberculosis growth	influenza NS1A	others
COc1cc2sc3ccc(C#CC4(O)CCCCC4)cc3c(=O)c2cc1OC	56.7%	7.5%	-5.4%	71.0%	3.3%
COc1ccccc1-c1nnc(NC(C)=O)s1	3.4%	6.9%	3.5%	13.2%	-23.4%
COc1ccc(OC)c(C(=O)c2ccc(C(=O)Nc3ccc(NC(C)=O)cc3)cc2)c1	1.6%	9.9%	7.6%	2.1%	-5.5%
COc1ccc(C(=O)NC(=S)NNC(=O)Cc2cccs2)cc1	0.6%	1.8%	7.2%	u	-2.4%
CCOc1ccccc1-n1cnc2cc(C(=O)NCc3ccco3)ccc21	14.5%	10.0%	9.0%	20.6%	-2.4%
O=C(C1CCN(S(=O)(=O)c2ccc(Br)s2)CC1)N1CCCCC1	10.1%	4.9%	12.9%	3.6%	-10.4%
O=[N+]([O-])c1ccc(/C=N/N/C(=N/c2ccccn2)c2ccccn2)cc1	-9.3%	0.5%	-3.8%	19.5%	-2.1%
N#CCCN1CCN(C2=NC(=O)C(=C3CCCCC3)S2)CC1	-10.2%	i	5.2%	11.2%	-15.6%
CN(C)S(=O)(=O)c1cccc(C(=O)Nc2ccc(N3CCOCC3)cc2)c1	-1.1%	1.8%	1.5%	-4.7%	-6.8%
COc1ccc(C(=S)N2CCN(c3ccccc3C)CC2)cc1	5.5%	0.3%	15.0%	-2.4%	8.1%
Cc1cc(C)n(-c2cc(N3CCN(C(=O)c4cccc(Br)c4)CC3)ccc2[N+](=O)[O-])n1	4.0%	5.3%	3.6%	29.2%	6.1%
CCOc1ccc(NC(=O)c2ccc3c(c2)CCN3S(C)(=O)=O)cc1	-8.5%	2.4%	4.4%	-11.7%	-1.2%
O=C(/C=C/c1cccc([N+](=O)[O-])c1)N1CCN(c2ccc(F)cc2)CC1	-2.1%	0.1%	-5.2%	3.9%	-4.1%
O=C(CCc1ccccc1)Nc1nc2c(F)cc(F)cc2s1	2.6%	0.7%	4.1%	7.6%	-7.3%
CCOC(=O)c1cnc(-n2nc(C)cc2C)nc1NCCO	-17.8%	0.8%	16.8%	26.9%	4.1%
CCOC(=O)C1CCN(CC(O)COCc2ccc3c(c2)OCO3)CC1 (stereo unspecified)	-2.8%	i	4.5%	-5.4%	-8.1%
CC1=C(C(=O)Nc2cccc([N+](=O)[O-])c2)C2(CCC(C)CC2)OC1=O (stereo unspecified)	7.5%	0.1%	-4.5%	33.8%	7.2%
CCn1c2ccccc2c2cc(NC(=O)COC(=O)c3cc(S(=O)(=O)N4CCCCC4)ccc3Cl)ccc21	2.8%	2.9%	-5.9%	11.8%	-3.9%
O=C(NN1CCOCC1)c1c(-c2ccccc2)sc2ccccc12	3.1%	0.3%	x	3.3%	-9.0%
O=C(O)CC(NC(=O)C12CC3CC(CC(C3)C1)C2)c1ccc(OC2CCCC2)cc1 (stereo unspecified)	-2.2%	1.2%	-9.7%	2.8%	-0.6%
CC1(OC(=O)c2cnc3ccccc3n2)C(=O)C=C2C=C(C3CC3)OC=C2C1=O (stereo unspecified)	4.3%	x	-19.9%	-3.0%	x
CCc1ccc(C(c2c(C)nn(-c3ccccc3)c2N)c2c(C)nn(-c3ccccc3)c2N)cc1	u	0.9%	-2.1%	15.9%	1.3%
O=C(Nc1nncs1)c1ccc(S(=O)(=O)c2ccccc2)cc1	6.1%	4.7%	-5.6%	9.4%	8.0%
CCOC(=O)c1c(C)[nH]c(C)c1S(=O)(=O)N1CCN(c2ccc(F)cc2)CC1	14.2%	0.4%	-34.0%	30.7%	6.8%
Cn1c(SCC(=O)NCCc2ccccc2)nnc1C1CCCCC1	5.3%	0.1%	0.4%	1.1%	-7.9%

The results go on.
SMILES	H37Rv inhibition	inhibitors of VEEV	PhoP GFP inhibition	tuberculosis growth	influenza NS1A	others
Cc1cc(CC(=O)O)n(C)c1C(=O)c1ccc(Cl)cc1	-3.8%	i	x	7.1%	-1.4%
O=C(NCc1ccco1)C1CCN(S(=O)(=O)c2ccc(-n3cnnn3)cc2)CC1	-0.2%	0.1%	-2.0%	6.1%	-2.3%
O=C(NN1CCOCC1)c1cc(-c2ccc(Cl)c(Cl)c2)nc2ccccc12	-1.5%	7.6%	-3.9%	15.4%	-4.6%
C[C@]12CC[C@H](O)CC1=CCC1C2CC[C@@]2(C)C1C[C@@H]1CC(=O)O[C@@H]12 (stereo partly specified)	3.5%	i	x	11.2%	0.6%
O=C(Nc1cccc(O)c1)c1ccc(NC(=O)C2CCCO2)cc1 (stereo unspecified)	-4.4%	2.7%	4.1%	3.5%	5.0%
O=C(NNC(=O)c1ccc(-c2ccccc2)cc1)Nc1ccccc1	3.2%	0.4%	-2.3%	-0.9%	0.3%
COc1cc(C(C)=O)ccc1OCc1nnc(-c2ccccc2Br)o1	-3.4%	0.8%	-2.6%	9.5%	-9.8%
Cn1c(SCc2ccccc2)nnc1-c1ccco1	7.5%	1.5%	-2.3%	42.7%	-0.3%
CCOC(=O)Cc1nnc2c(Nc3ccc(Cl)cc3)nc3nonc3n12	-1.6%	i	-4.1%	38.9%	12.0%
CC(C#Cc1ccc2c(c1)COc1c3ccccc3nn1-2)OC(C)(C)C (stereo unspecified)	9.3%	1.2%	6.4%	68.1%	5.5%
CCC1(NS(=O)(=O)c2ccc(N)cc2)C(=O)N(C)C(=O)N(C)C1=O	x	0.1%	x	x	0.3%
O=C(Nc1cccc(Cl)c1Cl)c1snnc1-c1ccccc1	-0.8%	0.8%	0.6%	-1.0%	0.5%
COc1ccc(NC(=O)C(c2ccc(C)cc2)N(C)C(=O)CC2NC(=O)NC2=O)cc1 (stereo unspecified)	2.1%	0.6%	-1.2%	-11.5%	-4.5%	inhibitors of VEEV 10K pilot screen=2.2
COc1ccc(S(=O)(=O)N2CCC(NC(=O)OCc3c(Cl)cccc3Cl)CC2)cc1	-2.5%	5.7%	-2.3%	-1.9%	13.5%
O=C(NCc1ccncc1)c1c(F)c(F)c(F)c(F)c1F	0.2%	6.1%	-10.2%	-0.7%	15.0%
O=C(NN=C1CCCC1)c1[nH]c2ccc(Br)cc2c1-c1ccccc1	62.0%	i	4.7%	4.5%	x
CCOC(CCNC(=O)c1cn(C)c(=O)c2c1c1ccccc1n2C)OCC	8.7%	i	-12.1%	-6.0%	-15.1%
O=C(NCC(c1cccnc1)N1CCOCC1)c1cccc(Cl)c1 (stereo unspecified)	-3.2%	2.9%	17.6%	-12.0%	0.0%
COc1ccc(CN2C(=O)c3oc4ccccc4c(=O)c3C2c2ccc(O)c(OC)c2)cc1 (stereo unspecified)	-9.9%	i	-7.4%	-12.6%	-14.8%
CCOC(=O)c1c(CSc2ccsc2)n(C)c2cc(Br)c(O)c(CN(C)C)c12	13.3%	3.0%	4.5%	39.1%	4.2%
Cc1ccc(S(=O)(=O)NCCC(=O)NCC(c2cccs2)N2CCOCC2)cc1 (stereo unspecified)	-8.8%	0.1%	10.8%	5.4%	8.7%
COc1cccc(C(=O)Oc2ccc3ccc(O)cc3c2)c1	u	x	0.2%	70.6%	x
Cn1c(=O)n(CC(=O)NCC2CCCO2)c(=O)c2c3c(sc21)CCCC3 (stereo unspecified)	-0.4%	1.6%	7.1%	6.9%	-4.7%
CC(C)NS(=O)(=O)c1ccc(CCC(=O)NCc2ccccn2)cc1	-1.6%	0.0%	-6.4%	-8.9%	-27.9%
Cc1ccc(N(CCCCN2C(=O)c3ccccc3C2=O)C(=O)c2cccc([N+](=O)[O-])c2)cc1	0.1%	i	9.0%	11.5%	6.5%

14 successive entries already listed, for reference:
SMILES	H37Rv inhibition	inhibitors of VEEV	PhoP GFP inhibition	tuberculosis growth	influenza NS1A	others
CCC1(NS(=O)(=O)c2ccc(N)cc2)C(=O)N(C)C(=O)N(C)C1=O	x	0.1%	x	x	0.3%
O=C(Nc1cccc(Cl)c1Cl)c1snnc1-c1ccccc1	-0.8%	0.8%	0.6%	-1.0%	0.5%
COc1ccc(NC(=O)C(c2ccc(C)cc2)N(C)C(=O)CC2NC(=O)NC2=O)cc1 (stereo unspecified)	2.1%	0.6%	-1.2%	-11.5%	-4.5%	inhibitors of VEEV 10K pilot screen=2.2
COc1ccc(S(=O)(=O)N2CCC(NC(=O)OCc3c(Cl)cccc3Cl)CC2)cc1	-2.5%	5.7%	-2.3%	-1.9%	13.5%
O=C(NCc1ccncc1)c1c(F)c(F)c(F)c(F)c1F	0.2%	6.1%	-10.2%	-0.7%	15.0%
O=C(NN=C1CCCC1)c1[nH]c2ccc(Br)cc2c1-c1ccccc1	62.0%	i	4.7%	4.5%	x
CCOC(CCNC(=O)c1cn(C)c(=O)c2c1c1ccccc1n2C)OCC	8.7%	i	-12.1%	-6.0%	-15.1%
O=C(NCC(c1cccnc1)N1CCOCC1)c1cccc(Cl)c1 (stereo unspecified)	-3.2%	2.9%	17.6%	-12.0%	0.0%
COc1ccc(CN2C(=O)c3oc4ccccc4c(=O)c3C2c2ccc(O)c(OC)c2)cc1 (stereo unspecified)	-9.9%	i	-7.4%	-12.6%	-14.8%
CCOC(=O)c1c(CSc2ccsc2)n(C)c2cc(Br)c(O)c(CN(C)C)c12	13.3%	3.0%	4.5%	39.1%	4.2%
Cc1ccc(S(=O)(=O)NCCC(=O)NCC(c2cccs2)N2CCOCC2)cc1 (stereo unspecified)	-8.8%	0.1%	10.8%	5.4%	8.7%
COc1cccc(C(=O)Oc2ccc3ccc(O)cc3c2)c1	u	x	0.2%	70.6%	x
Cn1c(=O)n(CC(=O)NCC2CCCO2)c(=O)c2c3c(sc21)CCCC3 (stereo unspecified)	-0.4%	1.6%	7.1%	6.9%	-4.7%
CC(C)NS(=O)(=O)c1ccc(CCC(=O)NCc2ccccn2)cc1	-1.6%	0.0%	-6.4%	-8.9%	-27.9%

Nothing new here: 3 of the compounds above.
SMILES	H37Rv inhibition	inhibitors of VEEV	PhoP GFP inhibition	tuberculosis growth	influenza NS1A	others
COc1cccc(C(=O)Oc2ccc3ccc(O)cc3c2)c1	u	x	0.2%	70.6%	x
Cn1c(=O)n(CC(=O)NCC2CCCO2)c(=O)c2c3c(sc21)CCCC3 (stereo unspecified)	-0.4%	1.6%	7.1%	6.9%	-4.7%
CC(C)NS(=O)(=O)c1ccc(CCC(=O)NCc2ccccn2)cc1	-1.6%	0.0%	-6.4%	-8.9%	-27.9%

(list continues)
SMILES	H37Rv inhibition	inhibitors of VEEV	PhoP GFP inhibition	tuberculosis growth	influenza NS1A	others
CCCCN(CC)CCCNC(=O)c1ccc(CSc2nc3ccncc3[nH]2)cc1	-2.0%	0.5%	-0.5%	8.1%	3.8%
CC(=O)c1sc(NC(=O)c2c(F)cccc2F)nc1C	1.5%	6.2%	-0.5%	-13.2%	-6.8%
c1ccc(NCC2OCc3ccccc3CO2)cc1	-0.1%	1.1%	-1.1%	43.4%	-2.6%
C=CCc1ccc(OCC(O)CO)c(OC)c1 (stereo unspecified)	4.9%	1.4%	1.3%	-10.6%	1.9%
COC(=O)CC1(C(=O)OC)Oc2ccc(Br)cc2C(=O)N1c1cc(Cl)c(Cl)cc1Cl (stereo unspecified)	-1.5%	4.8%	2.1%	36.0%	-4.5%
O=C(O)CCCN1C(=O)C2C3CC(C2C1=O)C1C(c2ccccc2)c2sc(=O)n(-c4ccccc4)c2SC31 (stereo unspecified)	10.9%	7.3%	-9.4%	11.3%	9.3%
CN(C)c1nc(Cl)nc(N(C#N)CCOc2ccccc2)n1	10.4%	0.9%	9.6%	32.6%	-12.7%
CC(Cc1ccccc1)NC(=O)CC(c1ccccc1)c1ccccc1O (stereo unspecified)	0.8%	3.7%	-1.4%	5.7%	-5.2%
CN1C(=O)CC(c2ccco2)Sc2ccccc21 (stereo unspecified)	x	1.1%	1.4%	x	-2.3%
Cc1nnc(SCC(=O)c2ccc(Cl)cc2)s1	u	i	13.3%	66.9%	2.5%
Oc1cccnc1Sc1cccc(C(F)(F)F)c1	14.2%	0.7%	-22.6%	3.3%	1.7%
Oc1ccc(/C=N/Nc2cccc(Cl)n2)c(O)c1	8.3%	4.3%	-5.5%	26.5%	10.3%
CCNC(=O)CC1C(=O)N(c2ccc(F)cc2)C(=O)N1Cc1ccccn1 (stereo unspecified)	-10.3%	3.8%	-1.9%	-11.8%	-7.1%
C=CCNCCCCOc1ccc(OCC)cc1	-1.0%	i	-3.4%	16.7%	-0.2%
CCc1nc(SCC(=O)O)c2c3c(sc2n1)COC(C)(C)C3	3.6%	0.7%	-5.8%	-5.3%	-12.8%
COn1c(SCc2cccc(Cl)c2)nc2ccccc2c1=O	-3.9%	0.3%	-3.6%	37.3%	-30.0%
C=CCNC(=S)NNC(=O)c1csc(C)c1CC	-6.5%	3.6%	1.4%	-10.2%	25.0%

Screens from PubChem.

Compounds were not picked by outcome; about 1.6% have a hit in one of these screens.
